# Source: PubChem BioAssay (National Center for Advancing Translational Sciences (NCATS))
# Pol beta inh = inhibitors of human DNA polymerase beta | P06746 | Pol beta primer extension/strand displacement, fluorescence kinetic | Potency, µM (highest dose often 114 µM), inactives show top-dose activity change, negative = inhibition, usual class: inhibitors | actives 1.3% (n = 340,000) | AID 485314; also: % is scaled to controls: 0 for no effect and ±100 for the full control effect
#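 Preincubation: enzyme (10 nM) with compound, 15 min, RT. Reaction: substrate added to 50 nM final. Reads: 0 and 10 min. Analysis: normalized, Hill fit.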
# G9a block = inhibitors of human histone lysine methyltransferase G9a; Q96KQ7; G9a H3K9 monomethylation, AlphaScreen, 2 h; Potency, µM (highest dose often 102 µM), for inactives: at the top dose activity, negative = inhibition, actives largely listed as inhibitors; actives 8.8% (n = 350,000); also: % is scaled to controls: 0 for no effect and ±100 for the full control effect; nearly all actives have a fitted effect of over 75% in size
#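 Quantitative HTS format: methyltransferase activity on a biotin-tagged H3K9 peptide is measured by AlphaScreen, using a rabbit anti-monomethyl-H3K9 antibody with streptavidin donor and anti-IgG acceptor beads. Final levels are 20 nM enzyme, 500 nM peptide, 20 uM SAM; 2 h RT.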
# APE1 inh = APE1 (human) endonuclease inhibition; recombinant APE1, TAMRA/BHQ-2 abasic DNA cleavage fluorescence; Potency, µM (series often up to 65.8 µM), for the others: top-dose activity change, negative = inhibition, hits mostly inhibitors; actives 0.35% (n = 350,000); AID 2517;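 also: plate controls were vehicle for no effect and reference inhibitor for full effect; nearly all actives have a fitted effect of over 55% in size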
#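 Step 1: APE1 (0.75 nM) with compound, 15 min RT. Step 2: add 50 nM fluorophore/quencher THF duplex. Step 3: three fluorescence reads 60 s apart (525/598 nm); read 3 minus read 1 = reaction progress.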
# BLM helicase inh = Bloom syndrome helicase (human) inhibition; AID 2528; actives 0.2% (n = 350,000); P54132; Potency, µM (series often up to 56.1 µM), for inactives: top-dose activity change, negative = inhibition, actives largely listed as inhibitors; recombinant BLM DNA unwinding, fluorescence dequenching;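 also: plate controls were vehicle for no effect and no enzyme for full effect; nearly all actives have a fitted effect of over 35% in size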
# Pol iota inh = DNA polymerase iota (human) inhibition | Potency, µM (doses to about 115 µM), for inactives: top-dose activity, negative = inhibition, actives largely listed as inhibitors | Pol iota fluorescent replication assay, 10 min | actives 1% (n = 390,000)
#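 Pol iota at 10 nM preincubated 15 min with compounds at room temperature; reaction started with fluorescent substrate, 50 nM final. Fluorescence read kinetically at 0 and 10 min; buffer-only wells as negative control.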
# JMJD2A Tudor = blocks the human JMJD2A Tudor domain. O75164. AlphaScreen JMJD2A-Tudor / H3K4me3 peptide binding. Potency, µM (highest dose often 114 µM), for the others: at the top dose activity change, negative = inhibition, hits mostly inhibitors. actives 4.4% (n = 390,000); also: % is scaled to controls: 0 for no effect and ±100 for the full control effect; nearly all actives have a fitted effect of over 50% in size
# POLH inh = inhibitors of human DNA polymerase eta; Q9Y253; AID 588591; actives 1.2% (n = 390,000); Potency, µM (series often up to 114 µM), for the others: top-dose activity change, negative = inhibition, hits mostly inhibitors; recombinant Pol eta, fluorescent DNA replication assay; also: % is scaled to controls: 0 for no effect and ±100 for the full control effect
#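 Pol eta at 10 nM preincubated with compounds 15 min at room temperature; reaction started with fluorescent substrate (50 nM final) and read kinetically at 0 and 10 min.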
# Pol kappa inh = DNA polymerase kappa (human) inhibition; purified Pol kappa, fluorescent DNA synthesis assay, 10 min; Potency, µM (titrated, usually from 107 µM), inactives show top-dose activity, negative = inhibition, most hits filed as inhibitors; actives 0.53% (n = 400,000); also: % is scaled to controls: 0 for no effect and ±100 for the full control effect
# Target sequence (Q9UBT6 whole entry, looked up): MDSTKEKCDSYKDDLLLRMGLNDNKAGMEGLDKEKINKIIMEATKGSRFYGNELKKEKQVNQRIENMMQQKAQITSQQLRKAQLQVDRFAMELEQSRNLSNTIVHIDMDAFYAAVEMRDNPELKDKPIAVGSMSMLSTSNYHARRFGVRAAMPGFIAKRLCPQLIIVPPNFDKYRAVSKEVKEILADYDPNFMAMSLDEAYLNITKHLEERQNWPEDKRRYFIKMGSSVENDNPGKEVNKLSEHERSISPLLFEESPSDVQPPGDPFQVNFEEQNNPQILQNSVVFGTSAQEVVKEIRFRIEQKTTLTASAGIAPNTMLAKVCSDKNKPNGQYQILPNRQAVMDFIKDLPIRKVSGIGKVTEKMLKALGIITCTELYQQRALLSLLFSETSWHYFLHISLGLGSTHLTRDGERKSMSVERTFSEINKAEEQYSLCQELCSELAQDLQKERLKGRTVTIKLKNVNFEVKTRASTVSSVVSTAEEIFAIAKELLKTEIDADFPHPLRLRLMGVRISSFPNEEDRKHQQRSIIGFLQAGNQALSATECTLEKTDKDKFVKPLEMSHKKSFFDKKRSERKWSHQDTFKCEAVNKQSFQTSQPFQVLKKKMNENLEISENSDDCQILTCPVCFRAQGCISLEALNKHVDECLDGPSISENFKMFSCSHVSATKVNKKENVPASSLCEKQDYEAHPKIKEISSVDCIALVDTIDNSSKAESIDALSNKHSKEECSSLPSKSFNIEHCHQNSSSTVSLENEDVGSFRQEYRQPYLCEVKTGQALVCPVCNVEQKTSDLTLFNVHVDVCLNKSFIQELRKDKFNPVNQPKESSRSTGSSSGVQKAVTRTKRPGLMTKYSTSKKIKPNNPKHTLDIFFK
#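 Readout: fluorescence, taken kinetically at 0 and 10 min. Conditions: 10 nM Pol kappa, 15 min RT compound preincubation, 50 nM substrate final. Controls: enzyme-free buffer wells.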
# BAZ2B block = BAZ2B (human) inhibition; AlphaScreen BAZ2B-H3K14Ac peptide displacement; actives 4.4% (n = 360,000); Q9UIF8; Potency, µM (series often up to 114 µM), for the others: at the highest dose activity change, negative = inhibition, actives largely listed as inhibitors; AID 504333; also: % is scaled to controls: 0 for no effect and ±100 for the full control effect; nearly all actives have a fitted effect of over 60% in size
#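 Compounds, titrated to a top concentration of 110 uM, were incubated 30 min at room temperature with preformed BAZ2B/acetyl-K14 H3 peptide complex (50 nM each). Proximity signal was measured by AlphaScreen after 20 min with beads.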
# Active calls of the source: *; ? = inconclusive; . = not tested or not shown; & = joins results of further samples; [ ] = another dose, or the depositor's remark. Calls follow the shape of the dose curve; as a rule, active = well fitted curve in the direction sought with a large enough effect; inconclusive = small, poorly fitted or top-dose-only effect, or another doubt; inactive = no such curve, though single readings can be large; an effect the other way counts as inactive or inconclusive. Potency is read from the fitted curve at half-maximal effect. Some of the compounds tested; the hit share may differ from the screen's.
compound	Pol beta inh	G9a block	APE1 inh	BLM helicase inh	Pol iota inh	JMJD2A Tudor	POLH inh	Pol kappa inh	BAZ2B block
Cc1cc(F)ccc1S(=O)(=O)Nc1ncnc2sccc12	-2%	22%	8%	-6%	44%[activator]	-2%[11.4 µM]	-12%	-15%	-20%
CC(C)(C)OC(=O)N1CCC(NC(=O)c2ncn(Cc3ccccc3)c2C(=O)NC2CCN(C(=O)OC(C)(C)C)CC2)CC1	.	5%[2.33 µM]	-21%	.	2%	-10%	-16%	-3%	-9%
Cc1ccc(NC(=O)CN(C)C(=O)COC(=O)c2oc3ccccc3c2C)cc1	.	6%[12.7 µM]	1%	.	-10%	-25%	-13%	-6%	1%
COc1cccc(CNC(=O)C2CCC(CNc3nc(=S)[nH]c4ccccc34)CC2)c1 (stereo not given)	6%	21%	2%	-7%	53%[activator]	-26%	2%	-1%	26%
COc1ccccc1CC(=O)NNC(=O)CN(C)S(=O)(=O)c1ccc(Cl)cc1	.	-15%	41%	.	14%	-1%	-19%	-2%	-10%
CC(=O)Nc1ccc(/C(C)=N/NC(=O)CN(c2ccccc2Br)S(C)(=O)=O)cc1	39%	1%[59 µM]	-6%	2%	13%	-5%	-13%	-9%	6%
O=[N+]([O-])c1ccc(NC(=S)N2CCOCC2)cc1	1%	15%[59 µM]	0%	-1%	13%	?	-18%	-4%	3%
COc1ccc(N(CC(=O)NCCSc2ccccn2)S(C)(=O)=O)cc1Cl	0%	20%	13%	0%	-6%	2%	-7%	-4%	-5%
CC(=O)c1cccc(NC(=O)c2ccco2)c1	1%	11%[59 µM]	-1%	1%	5%	-11%	2%	-9%	21%
O=C(Nc1cnccn1)Nc1ccccc1F	54%	.	2%	3%	33%[activator]	-3%	-21%	0%	-4%
CCOc1ccc(NC(=O)CC(C)S(=O)(=O)c2ccc3c(c2)NC(=O)CO3)cc1 (stereo not given)	45%	35%[activator]	-5%	-1%	12%	-27%	-3%	-1%	-3%[57.1 µM]
CC1CC(C)C(=NNC(N)=O)C(C(O)CC2CCC(=O)NC2=O)C1 (stereo not given)	.	.	.	.	78%[activator]	-8%	-23%	-4%	.
CC(NC(=O)CNC(=O)c1ccco1)c1ccc(S(N)(=O)=O)cc1 (stereo not given)	34%	?	3%	-3%	?	-3%	12%	-16%	0%
CCOC(=O)c1c(C)[nH]c(C(=O)N2CCN(c3ccc(OC)cc3)CC2)c1C	22%	45µM*	16%	-5%	39%[activator]	?	-18%	-5%	40µM*
COc1ccc(NC(=O)c2cccc(N3C(=O)C4C5C=CC(C5)C4C3=O)c2)cc1 (stereo not given)	-10%	-7%	14%	-3%	26%	-18%	-11%	-5%	-1%
COc1ccc(OCc2cccc(C(=O)N3CCCC3)c2)cc1	8%	?	3%	-1%	17%	-11%	-12%	4%	1%
COc1ccc(CNC(=O)c2ccc(CSc3nc4ccncc4n3Cc3ccccc3F)cc2)cc1	11%	-7%[59 µM]	.	-1%	?	-21%	-7%	-2%	-11%
COc1ccc(/C=C/C(=O)OCC(=O)NC2CCCCCCC2)cc1	.	.	-6%	.	-10%	-3%	-12%	-15%	.
CCN(c1ccccc1)S(=O)(=O)c1ccc(Cl)c(NC(=O)COC(=O)c2cc(O)c3ccccc3c2O)c1	-16%	?	-19%	-17%	.	.	.	.	50µM*
O=C(Nc1cccc2ccccc12)c1onc2c1CCCC2	16%	-28%[59 µM]	1%	-13%	1%	29%	-15%	7%	3%
Cc1cccc(NC(=O)CN2C(=O)CCc3ccccc32)c1C	1%	-9%[59 µM]	.	-6%	?	3%	-3%	-8%	-10%
O=C(NCC(=O)N(Cc1ccccc1)C(C(=O)NC1CCCCC1)c1ccco1)c1ccco1 (stereo not given)	-3%	-4%[59 µM]	7%	-1%	-5%	-12%[11.4 µM]	-24%	-11%	-1%
COc1ccc(C(CNC(=O)c2cncc(Br)c2)N(C)C)cc1 (stereo not given)	1%	?	4%	-7%	2%	-9%	2%	-9%	-3%
CCOC(=O)CSC1=C(C#N)C(c2ccc(OC)cc2)C2=C(CC(C)(C)CC2=O)N1 (stereo not given)	0%	-11%[12.7 µM]	-3%	-5%	-3%	-18%[11.4 µM]	-5%	-8%	-27%
C=CCc1ccc(OCCOCCOc2ccc(C)cc2[N+](=O)[O-])c(OC)c1	4%	35%	?	-4%	?	-14%	-6%	-20%	5%
O=C(CSc1nnnn1-c1ccc(Cl)cc1)NNC(=O)c1ccc([N+](=O)[O-])cc1	?	22%[59 µM]	-1%	-7%	-4%	-5%	-19%	-14%	0%
COc1ccccc1N1CCN(C(=O)CSc2nc3ccccc3[nH]2)CC1	23%	7.9µM*	1%	-1%	-1%[58.9 µM]	-7%	-10%	-12%	-4%
CCn1c(SCC(=O)Nc2cccc(OC)c2)nc2c(c1=O)SCC2	.	-41%	-13%	.	15%	-17%	-14%	-10%	-2%
Cc1ccccc1-n1nnnc1SCC(N)=O	40%	17%[2.33 µM]	-3%	2%	1%	-8%	-15%	-15%	4%
COc1ccc(OC)c(NC(=O)C2CCN(S(=O)(=O)c3cccs3)CC2)c1	-3%	9%	13%	-2%	4%	-9%	-2%	-1%	6%
O=C(NCCc1ccncc1)Nc1ccc(F)cc1	47%	.	9%	-1%	42%[activator]	0%	-4%	0%	0%
CC(=O)c1ccc(NC(=O)Nc2ccc(S(=O)(=O)N3CCCC3)cc2)cc1	47%	.	-3%	0%	-24%	-9%	-6%	-23%	-16%
CCOC(=O)C1=C(C)N=C2SC(C)C(=O)N2C1c1ccc(OC(C)=O)c(OCC)c1 (stereo not given)	10%	?	-10%	-3%	.	.	.	.	6%
CCN(c1ccccc1)S(=O)(=O)c1ccc(OCC(=O)Nc2cc(C)on2)cc1	8%	-36%[12.7 µM]	-6%	-2%	-4%	16%	-7%	3%	-6%
Cc1ccc(C(C)C)c(OCC(=O)Nc2nc3c(s2)CCCC3)c1	-17%	4%[59 µM]	.	-10%	10%	-14%	-17%	-8%	2%
O=Cc1cn(-c2ccccc2)nc1-c1ccccn1	-22%	17%[59 µM]	23%[12.4 µM]	1%	28%	-8%	4%	-10%	1%
COC(=O)c1cc(OC)c(OC)cc1NC(=S)Nc1cc(Cl)ccc1OC	-2%[57.1 µM]	?	2%	-9%	7%	-26%	-6%	-15%	-2%
CC1(C(=O)NCC2CC2)C=CC2(CCCCC2)N1C(=O)c1ccccc1 (stereo not given)	29%	.	9%&2%	1%&-4%	?	-19%	3%	-18%	3%
Cc1ccc(OCc2nnc(-c3ccc(Cl)cc3)o2)cc1	.	.	.	.	169%[activator]	105%[activator]	-2%	-6%	.
CCOc1ccc(Cl)cc1/C=N/O	-1%	9%[59 µM]	0%	-2%	23%	-3%	-5%	-11%	-3%
O=C(Nc1ccccc1)Nc1ccc(Br)cc1F	2%	20%	-4%	4%	4%	1%	-5%	-3%	-1%
CCOc1ccc(NC(=O)CSC2=Nc3ccccc3C3=NC(Cc4ccccc4)C(=O)N23)cc1 (stereo not given)	-1%	3%[59 µM]	.	-1%	-2%	-24%	-4%	-2%[60.1 µM]	-7%
O=C(COC(=O)c1ccncc1)c1ccc(Br)cc1	50%	13%[0.501 µM]	-3%	-3%	95%[activator]	-13%	-4%	4%	3%
CCC(C)(C)NC(=O)CN(C(=O)CCC(=O)Nc1cc(C)ccn1)c1ccc2c(c1)OCCO2	22%	.	8%	0%	37%[activator]	-15%	-12%	-9%	-39%
CC(C)c1ccc(NCCC(=O)c2cccs2)cc1	1%	?	-6%	-9%	9%	?	-15%	-7%	?
CCSc1ccc([C@@H]2[C@@H]3C(=O)N(CC)C(=O)[C@@H]3[C@]3(C(=O)OC)CCCN23)cc1	.	?	23%	.	6%	-16%	-15%	-6%	-10%
COc1ccc(C(=O)NC2CCCN(Cc3ccc(Cl)cc3)C2)c(OC)c1 (stereo not given)	11%	-7%	3%	-3%	-5%	?	-7%	-5%	-30%
Cc1ccc(CNC(=O)C(=O)NCC(c2ccco2)S(=O)(=O)c2cccs2)cc1 (stereo not given)	16%	10%[59 µM]	.	2%	23%	-11%	-12%	0%[60.1 µM]	-3%

# Single records, as listed above. Values in the order: Pol beta inh	G9a block	APE1 inh	BLM helicase inh	Pol iota inh	JMJD2A Tudor	POLH inh	Pol kappa inh	BAZ2B block
# Cc1ccc(OCc2nnc(-c3ccc(Cl)cc3)o2)cc1 is entered as .	.	.	.	169%[activator]	105%[activator]	-2%	-6%	.
# Cc1ccc(CNC(=O)C(=O)NCC(c2ccco2)S(=O)(=O)c2cccs2)cc1 (stereo not given) is entered as 16%	10%[59 µM]	.	2%	23%	-11%	-12%	0%[60.1 µM]	-3%
# CCOc1ccc(NC(=O)CSC2=Nc3ccccc3C3=NC(Cc4ccccc4)C(=O)N23)cc1 (stereo not given) is entered as -1%	3%[59 µM]	.	-1%	-2%	-24%	-4%	-2%[60.1 µM]	-7%

# Next section.
compound	Pol beta inh	G9a block	APE1 inh	BLM helicase inh	Pol iota inh	JMJD2A Tudor	POLH inh	Pol kappa inh	BAZ2B block
COc1ccc(C(=O)OCC(=O)NC(C)(C)C)cc1[N+](=O)[O-]	-2%	-12%[59 µM]	4%	-3%	-19%	-6%	-9%	1%	-1%
O=C(CNC(=O)c1ccccc1)Nc1ccsc1C(=O)O	-7%	-35%	-3%	1%	1%	-1%	1%	-5%	-18%
COc1ccc(/C(O)=C2\C(=O)C(=O)N(CCN3CCOCC3)C2c2ccccc2OC)cc1 (stereo not given)	10%	?	-2%	-1%	-2%	-5%	-1%	-14%	-9%
COc1ccc(CNC(=O)C2CCCN2S(=O)(=O)c2ccc(F)cc2)cc1 (stereo not given)	-25%	-7%	2%	-4%	103%[activator]	9%	-4%	-3%	-33%
COc1cc(CC(=O)Nc2sccc2C(N)=O)cc(OC)c1OC	-21%	?	-4%	-8%	7%	-23%	12%	-16%	3%
O=C(CCC(=O)N(CC(=O)NC1CCCCC1)c1ccc2c(c1)OCO2)Nc1ccccn1	17%	?	-3%	0%	9%	-20%	-9%	-3%	-32%
Cc1nc(CNS(=O)(=O)c2cccs2)cs1	23%	-38%	-3%	1%	17%	-7%	-10%	7%	.
CCOC(=O)c1c(NC(=O)Cc2cccs2)sc2c1CCCC2	20%	12%	9%	-11%	?	13%	-17%	-3%	17%
